Compound activity from PubChem.
TDP43 rescue: inhibitors of TDP-43 toxicity in yeast | TDP-43 expressing yeast growth rescue, BacTiter-Glo, 24 h | Potency, µM (titrated, usually from 46.1 µM), for inactives: top-dose growth rescue (activation), usual class: activators | 1.8% of 410,000 active; note: potency is the fitted concentration of half-maximal effect; % of control where 0% means no effect; nearly all actives have a fitted effect of over 50% in size
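Yeast expressing TDP-43 (pregrown in raffinose, seeded at OD600=0.02 in galactose medium) exposed to compounds 24 hr at 30 deg C. Growth read by BacTiter-Glo luminescence; rescue of toxicity appears as increased signal.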
aSyn rescue: alpha-synuclein toxicity inhibition in yeast. Yeast expressing alpha-synuclein, growth rescue, BacTiter-Glo, 24 h. 0.14% of 370,000 active. Potency, µM (titrated, usually from 46.1 µM), without a hit: at the highest dose growth rescue (activation), most hits filed as activators; note: potency is the fitted concentration of half-maximal effect; % of control where 0% means no effect; nearly all actives have a fitted effect of over 65% in size
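Galactose-induced alpha-syn yeast (OD600=0.02, raffinose-pregrown) + pinned cpd, 24 hr, 30 deg C; growth by BacTiter-Glo luminescence. Growth restoration scores as activation.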
EPAC2 agonist: agonists of human EPAC2 (RAPGEF4); EPAC2 activation, biochemical qHTS; response scale: 100% = 6.5 mM cAMP response; Potency, µM (highest dose often 154 µM), without a hit: at the top dose activation, actives largely listed as activators; 0.079% of 360,000 active; note: potency is the fitted concentration of half-maximal effect; nearly all actives have a fitted effect of over 50% in size
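Exchange assay: 100 nM EPAC2 with 250 nM Rap1B-BODIPY-GDP and 50 uM GDP. Fluorescence (ex 480/em 540 nm) read every 5 min for 30 min at room temperature. Data normalized to 6.5 mM cAMP as agonist control.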
Abeta rescue: restores growth of yeast expressing A-beta42 peptide | yeast expressing A-beta42, growth rescue, OD600, 48 h; response scale: 0% DMSO, 100% iron-clioquinol control | Potency, µM (top dose mostly 46.1 µM), for the others: at the top dose growth rescue, usual class: activators | 0.063% of 410,000 active | AID 1347071; note: potency is the fitted concentration of half-maximal effect; nearly all actives have a fitted effect of over 55% in size
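Yeast growth medium received pinned compounds, then yeast cells expressing toxic A-beta were added; plates incubated at 30 C for 48 hr. Growth read as absorbance at 600 nm, normalized to DMSO and equimolar FeCl3 plus clioquinol controls.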
D3 ag: activates the human D3 dopamine receptor; P35462; D3R DiscoveRx beta-arrestin cells, luminescence, 90 min; max activation, %; 0.58% of 410,000 active; in the data active = max activation above about 30%; note: 0% is about no effect; mostly tested at two doses, the higher about 12 µM
Target sequence (P35462 whole entry, looked up): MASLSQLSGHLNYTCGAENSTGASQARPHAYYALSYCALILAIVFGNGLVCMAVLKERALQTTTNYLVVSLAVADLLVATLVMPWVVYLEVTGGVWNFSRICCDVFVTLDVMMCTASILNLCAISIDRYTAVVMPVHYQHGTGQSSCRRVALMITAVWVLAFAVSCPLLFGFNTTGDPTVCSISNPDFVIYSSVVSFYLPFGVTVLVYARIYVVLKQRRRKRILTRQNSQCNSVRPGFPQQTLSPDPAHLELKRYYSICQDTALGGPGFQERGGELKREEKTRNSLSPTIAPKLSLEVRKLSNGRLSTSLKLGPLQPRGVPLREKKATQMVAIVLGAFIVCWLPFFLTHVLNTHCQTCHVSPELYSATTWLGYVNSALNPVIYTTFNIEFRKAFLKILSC
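Agonist-mode cell screen: cells plated at 1500/well and incubated overnight at 37 °C, then exposed to library compounds for 90 min at 37 °C. Detection reagent was added for 30–60 min at room temperature, and luminescence was read.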
EPAC2 antagonist: antagonists of human EPAC2. Potency, µM (series often up to 114 µM), for the others: top-dose activity, negative = inhibition, most hits filed as inhibitors. Q8WZA2. 0.18% of 360,000 active. AID 720708. EPAC2 GEF exchange of Rap1B-BODIPY-GDP, fluorescence; note: potency is the fitted concentration of half-maximal effect; % is set by controls: 0 for no effect and ±100 for the full control effect; nearly all actives have a fitted effect of over 45% in size; many of its hits are not listed in these tables
D3 antag: D3 dopamine receptor (human) antagonism | AID 652054 | 2.5% of 360,000 active | max response, negative = inhibition, % | D3R cells, DiscoveRx beta-arrestin luminescence, antagonist mode; stronger effect = lower value | P35462; in the data active = max response below about -50%; inconclusive = no clear call, values can overlap the other calls; note: % is set by controls: 0 for no effect and ±100 for the full control effect; mostly tested at two doses, the higher about 12 µM
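Cells expressing the human receptor were seeded at 1500 cells/well, incubated overnight at 37 degrees C in 5% CO2, then exposed to library compounds with dopamine controls for 90 minutes at 37 degrees C before luminescent detection.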
FUS yeast rescue: rescues growth of FUS-expressing yeast; 0.24% of 390,000 active; AID 1347120; Potency, µM (titrated, usually from 76.6 µM), inactives show top-dose growth rescue (activation), actives largely listed as activators; S. cerevisiae FUS-expressing, growth rescue, OD600, 24 h;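 note: potency is the fitted concentration of half-maximal effect; plate controls were DMSO vehicle for no effect and reference control for full effect; nearly all actives have a fitted effect of over 55% in size; some results filed as inactive show a strong effect at the top dose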
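Galactose (2%) drives FUS expression in yeast precultured in raffinose; seeding density OD 0.005. Test compounds incubated 24hr at 30C and 99% humidity before absorbance at 600 nm was measured.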
* = called active by the depositor; u = inconclusive; x = not tested or not shown; [ ] = dose if it differs, or a comment. Unless noted, calls come from the whole dose curve; as a rule, active = well fitted curve in the direction sought with a large enough effect; inconclusive = small, poorly fitted or top-dose-only effect, or another doubt; inactive = no such curve, though single readings can be large; an effect the other way counts as inactive or inconclusive.

SMILES | TDP43 rescue | aSyn rescue | EPAC2 agonist | Abeta rescue | D3 ag | EPAC2 antagonist | D3 antag | FUS yeast rescue
COc1ccc(N2C(=O)C3C(C2=O)C(C(=O)c2ccc(Cl)cc2)N2CCCC32)cc1 (stereo not given) | -1.5% | 13.7% | 3.8% | -9.5% | 2.1 | -1.0% | 1.5 | 18.2%
Cc1ccc(CN2CCN(CC(=O)O)C2=O)cc1 | 14.1% | 9.0% | 8.1% | -6.3% | 2.8 | -2.4% | 2.8 | 0.9%
COc1ccc(C2C(C(=O)c3cccs3)=C(O)C(=O)N2c2cccc(C)n2)cc1 (stereo not given) | -11.9% | 3.3% | -2.9% | -38.5%[inhibitor] | 6.8 | -13.3% | -6.8 | u
Cc1occc1C(=O)Nc1cccc(C(=O)NCc2ccccc2)c1 | -3.3% | 1.7% | 3.8% | 0.8% | -0.9 | -5.9% | 1.0 | -7.9%
COc1cccc(-c2nn(-c3ccccc3)cc2/C=C\C(=O)c2cccs2)c1 | 1.7% | 1.9% | 2.1% | -6.4% | -0.3 | 2.5% | -10.4 | 15.8%
Oc1ccc(-c2cccc(-c3ccc(O)cc3)n2)cc1 | 10.0% | 6.8% | 15.0% | 1.1% | 0.8 | u | -17.7 | 8.2%
CCC(=O)NN1CCc2cc3ccc(C)cc3nc21 | -8.7% | 2.0% | 5.6% | -3.2% | -5.0 | -0.9% | 9.0 | -12.2%
CC(C)CNC(=O)COC(=O)c1cc(Cl)cc(Cl)c1N | 14.1% | 1.3% | -6.2% | 25.3% | -3.4 | -3.3% | 21.1 | 19.6%
O=C(c1ncc[nH]1)c1ccccc1Cl | -6.8% | -3.3% | 2.2% | -3.2% | -6.6 | 10.0% | -8.7 | -18.7%
Cn1c(=O)c(C(=O)Nc2ccccn2)c(O)c2ccccc21 | -7.4% | -6.0% | -7.8% | -16.4% | 0.7 | 12.6% | -9.3 | 29.7%
O=c1cc(CSc2nnnn2-c2ccccc2)nc2sccn12 | u | 3.0% | -3.0% | 1.6% | 0.8 | -9.3% | 1.2 | 10.7%
COC(=O)C[C@H]1C=C[C@H](NC(=O)Nc2ccccc2F)[C@@H](CO)O1 | 17.1% | 0.0% | 4.5% | 7.8% | 1.8 | -4.7% | 2.9 | -5.4%
COc1ccccc1N1CCN(Cc2cccs2)CC1 | -22.7% | 3.0% | 12.7% | -24.4% | -34.8 | -1.4% | -82.3* | 4.5%
Cc1cccc(C)c1N1C(=O)C(Cl)=C(N2CCCC2)C1=O | u | 1.7% | 12.1% | -17.4% | 5.2 | -15.9% | 0.3 | -6.1%
COc1cccc(CN2CCNC(=O)C2CC(=O)N(C)CC2CCOCC2)c1 (stereo not given) | -6.5% | 0.1% | 3.6% | -9.3% | -2.8 | -1.2% | -4.9 | 2.7%
COC(=O)C1=C(C)N(Cc2ccccc2)C(=NCc2cccc(Cl)c2)N[C@H]1c1cccc(F)c1 | 28.4% | -29.9% | -6.8% | 21.7% | 13.7 | -6.8% | -2.1 | 28.1%
Cc1ccc(C)c(N2C(=O)N(Cc3cc(=O)n4ccccc4n3)c3ccccc3S2(=O)=O)c1 | 0.0% | x | x | -18.9% | -5.9 | x | x | u
COc1cccc(OC)c1NC(=O)C1CCCN1C(=O)Nc1cccc(Cl)c1 (stereo not given) | -7.7% | 3.1% | 3.9% | -0.9% | 0.1 | -0.2% | 2.9 | 3.7%
CCCCN(C)CCCNC(=O)c1ccc2c(c1)NC(=O)C(N1CCOCC1)S2 (stereo not given) | -1.6% | -3.5% | -9.0% | 2.2% | -14.9 | 11.6% | 18.5 | -13.1%
Cn1c(CN2CCCC2)nc2cc(NC(=O)c3cccs3)ccc21 | 10.8% | -2.5% | 7.5% | 2.4% | -3.7 | -2.0% | -17.7 | 1.2%

Of the compounds above, these have four or more nitrogen atoms.
SMILES | TDP43 rescue | aSyn rescue | EPAC2 agonist | Abeta rescue | D3 ag | EPAC2 antagonist | D3 antag | FUS yeast rescue
O=c1cc(CSc2nnnn2-c2ccccc2)nc2sccn12 | u | 3.0% | -3.0% | 1.6% | 0.8 | -9.3% | 1.2 | 10.7%
Cc1ccc(C)c(N2C(=O)N(Cc3cc(=O)n4ccccc4n3)c3ccccc3S2(=O)=O)c1 | 0.0% | x | x | -18.9% | -5.9 | x | x | u
CCCCN(C)CCCNC(=O)c1ccc2c(c1)NC(=O)C(N1CCOCC1)S2 (stereo not given) | -1.6% | -3.5% | -9.0% | 2.2% | -14.9 | 11.6% | 18.5 | -13.1%
Cn1c(CN2CCCC2)nc2cc(NC(=O)c3cccs3)ccc21 | 10.8% | -2.5% | 7.5% | 2.4% | -3.7 | -2.0% | -17.7 | 1.2%

New compounds follow:
SMILES | TDP43 rescue | aSyn rescue | EPAC2 agonist | Abeta rescue | D3 ag | EPAC2 antagonist | D3 antag | FUS yeast rescue
NS(=O)(=O)c1ccc(Nc2c([N+](=O)[O-])cncc2[N+](=O)[O-])cc1 | -11.5% | -4.2% | 0.8% | 1.2% | 1.2 | -0.3% | -26.4 | -24.1%
COc1cccc(CN(C(=O)c2cccs2)C2CCS(=O)(=O)C2)c1 (stereo not given) | -8.0% | -5.8% | -7.9% | -4.9% | -19.3 | 6.9% | 0.7 | 5.0%
COC1OC2COC(c3ccccc3)OC2C(OC(=O)c2ccccc2)C1OC(=O)c1ccccc1 (stereo not given) | -3.0% | 8.9% | 9.3% | -9.2% | -2.1 | 2.5% | -12.1 | 15.6%
C=CCn1c(SCc2c(Cl)cccc2Cl)nnc1-c1cccnc1 | u | -33.3% | 5.7% | 11.2% | -0.4 | 15.1% | -9.5 | 17.5%
CC(Oc1ccc(Cl)cc1Cl)C(=O)NNC(=O)C(=O)N1CCCCC1 (stereo not given) | -12.5% | 3.8% | 5.1% | -26.4% | 10.1 | -5.8% | -12.0 | 13.0%
O=C(Nc1ccccc1N1CCCCC1)c1cccc(Cl)c1 | 8.5% | -28.1% | 16.4% | -33.9%[inhibitor] | 10.5 | u | 9.1 | 11.9%
Cc1ccc(S(=O)(=O)Nc2cccc3c2O[C@H](CN(C)Cc2ccccc2)[C@@H](C)CN([C@H](C)CO)C3=O)cc1 | -17.0% | -31.2%[inhibitor] | -8.4% | 0.0% | -24.3 | 10.0% | -11.7 | 20.6%
CCOC(=O)c1c(NC(C)=O)sc2c(OC)cccc12 | 10.9% | 0.6% | 6.1% | 8.4% | -6.3 | -0.8% | 9.2 | -6.4%
O=C1OCCN1C(=O)[C@H]1[C@H](c2ccccc2)C(c2cccc(Cl)c2)=NN1c1ccc(Br)cc1 | u | 18.7% | 14.3% | 9.1% | 3.4 | -14.9% | 0.5 | -11.2%
CN1C(=O)C(CC(=O)Nc2ccc(F)cc2)N(NC(=O)c2cccc(F)c2)C1=S (stereo not given) | 5.3% | 0.3% | 0.3% | -4.4% | -2.4 | -6.9% | 16.6 | -12.9%
CCN(c1cccc(C)c1)S(=O)(=O)c1ccc(OC)c([N+](=O)[O-])c1 | 0.4% | -0.7% | 27.4% | 23.9% | -7.9 | -19.9% | -14.7 | 3.4%
O=C(c1ccccc1)N1CCn2c(nc3ccccc32)C1 | 23.9% | -0.9% | 0.6% | 19.2% | 0.9 | 4.4% | 9.5 | 4.6%
CCN1C(=O)N/C(=C/c2ccc(C)o2)C1=O | 6.8% | 2.5% | 1.1% | 6.7% | 13.2 | -0.3% | 3.3 | -9.8%
C=CCn1cc(Cl)cc(C(=O)Nc2ccccc2)c1=O | u | 4.5% | 12.0% | -18.6% | 7.9 | 3.6% | -3.9 | 6.6%
COC(=O)C1CCN(CC(=O)Nc2cc(C)c3c(=O)oc4ccccc4c3n2)CC1 | 14.5% | x | x | 2.0% | 1.1 | x | x | -12.8%
COc1ccc(-c2nc3ccc(C)cn3c2NCc2ccc3c(c2)OCO3)cc1 | 18.0% | 1.0% | 7.3% | 8.1% | 0.4 | -9.0% | 2.7 | -7.1%
CCCCn1c(N)c(N(CC)C(=O)C2COc3ccccc3O2)c(=O)[nH]c1=O (stereo not given) | 0.0% | -3.9% | 15.6% | -12.3% | -8.9 | 6.5% | u | 24.4%
O=C(OCC(=O)N1CCCCC1)c1n[nH]c(=O)c2ccccc12 | -11.8% | -3.3% | -1.2% | -2.5% | 2.8 | 0.5% | 13.6 | -31.7%
COc1ccccc1C(=O)NCCC(=O)Nc1ncccc1C | -7.5% | -11.6% | -2.7% | 0.5% | -5.3 | -8.0% | -21.8 | 17.5%
COc1cc(OC)cc(C(=O)Nc2ccc3nc4n(c(=O)c3c2)CCCC4)c1 | 14.1% | -1.1% | 9.9% | -2.2% | -2.5 | 1.7% | -0.7 | -7.7%
Cn1c(SCc2ccccc2)nc2c1c(=O)[nH]c(=O)n2C | -6.7% | -2.5% | -2.8% | -8.0% | 18.0 | 9.0% | 9.7 | 28.5%
CC(=O)N(C)c1ccc(NC(=O)c2ccccc2C(=O)O)cc1 | 0.0% | 2.7% | -5.2% | 14.4% | -6.4 | 7.6% | 10.0 | 21.2%
CCOC(=O)N1CCN(C(=O)CN(c2cccc(OC)c2)S(C)(=O)=O)CC1 | 5.2% | -1.0% | -4.6% | 9.1% | 1.6 | 1.2% | 11.4 | 11.5%
CC(=O)Nc1cc(-c2cccc(C(=O)NCCO)c2)cn2c(-c3ccc(F)cc3)cnc12 | u | 0.3% | -2.0% | -4.9% | -1.8 | 3.8% | -8.8 | 3.5%
CCOC(=O)N1C(=O)NC(=O)C1c1ccc(OC)cc1 (stereo not given) | 8.2% | -2.5% | 3.3% | 13.1% | -6.6 | 2.4% | 10.8 | x
Oc1cccc(-c2sc3ccccc3c2-c2ccc(OCCN3CCCCC3)cc2)c1 | -1.0% | -52.2%[inhibitor] | 8.0% | -13.0% | -7.1 | 9.0% | -13.4 | 37.5%
O=C1CC(/C=C/c2ccc(Cl)cc2)=Nc2ccccc2N1 | u | 19.3% | 1.3% | -3.4% | -9.3 | -1.8% | u | u
O=C(CN1CCN(Cc2ccc(F)cc2)C1=O)NCc1ccccc1Cl | 17.2% | x | x | -2.7% | -1.8 | x | x | -8.4%
COc1ccc(CCNC(=O)CCCn2c(=S)[nH]c3ccsc3c2=O)cc1OC | 13.6% | u | 6.0% | -3.7% | 4.0 | -1.2% | 0.5 | -4.0%
CCN(Cc1ccccc1)C(=O)COc1ccccc1 | 9.9% | 3.5% | 1.3% | 6.8% | 2.9 | 12.9% | 17.9 | 6.3%
Cc1ccc(C(=O)CSc2nc3cc(C(=O)NC4CCCC4)ccc3c(=O)n2CC2CCCO2)c(C)c1 (stereo not given) | 15.7% | x | x | -8.7% | 7.8 | x | x | -11.8%

Not all compounds are listed; rates above refer to the full screens.
